HEK293 cAMP ctrl = qHTS Assay for Agonists of the Thyroid Stimulating Hormone Receptor: Activators of Intracellular cAMP Concentrations in Parental HEK 293; Potency, µM (titrated, usually from 57.1 µM), inactives show top-dose activation, usual class: activators; AID 938, 2007; parental HEK293 CNG cAMP sensor, membrane potential fluorescence; 2.5% of 73,000 active; also: potency is read from the fitted curve at half-maximal effect; % of control where 0% means no effect; nearly all actives have a fitted effect of over 55% in size
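Parental HEK 293 cells stably expressing a cAMP-gated CNG channel were loaded with membrane potential dye containing 100 uM RO 20-1724 for 60 min. Compound added for 30 min; depolarization read as fluorescence intensity at 590 nm.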
GFP derepression = qHTS Assay for Epigenetic Modulators; mouse C127i GFP locus derepression, cytometry, 30 h; Potency, µM (top dose mostly 46.1 µM), without a hit: at the highest dose GFP derepression (activation); 0.09% of 68,000 active; AID 597, 2007; also: % of control where 0% means no effect
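Derepression screen: silenced CMV-GFP reporter in murine C127i cells, 30 h compound incubation at 37 C, washed cells imaged by laser-scanning cytometer to enumerate GFP-expressing objects of 20 to 120 um.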
Fluorescein autfl = qHTS Assay for Spectroscopic Profiling in Fluorescein Spectral Region; Compound autofluorescence, 480/540 nm, fluorescein-equivalent; active compounds read high; max fluorescein-equivalent concentration, M; 0.91% of 59,000 active; in the data active = max fluorescein-equivalent concentration above about 10 nM; inconclusive = between about 1.1 nM and that limit
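Spectral profiling of library compounds in the fluorescein window (480 nm excitation, 540 nm emission) after 15 min at room temperature in pH 8.0 Tris (100 mM). Values are dye-equivalent concentrations.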
USP2a inhib = qHTS Assay for Inhibitors of Ubiquitin-specific Protease USP2a; Ubiquitin carboxyl-terminal hydrolase 2 (Homo sapiens), O75604; USP2a enzymatic assay, qHTS inhibition; Potency, µM (top dose mostly 38.3 µM), for the others: at the highest dose activity change, negative = inhibition, hits mostly inhibitors; 0.1% of 60,000 active;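 also: potency is read from the fitted curve at half-maximal effect; nearly all actives have a fitted effect of over 60% in size; plate controls were DMSO for no effect and NEM full inhibition control for full effect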
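Inhibition is measured in a cell-free coupled assay with 20 nM USP2 core, 20 nM Ub-PLA2 and 20 uM NBD C6-HPC, 2.5 h incubation. Activity normalized to NEM control.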
4MU fluor = qHTS Assay for Spectroscopic Profiling in 4-MU Spectral Region | compound autofluorescence, 340/450 nm, 4-MU equivalents; active compounds read high | max dye-equivalent concentration, M | 11% of 59,000 active | AID 589, 2007; in the data active = max dye-equivalent concentration above about 10 nM; inconclusive = mostly about 1.1 nM to 9.6 nM
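Intrinsic fluorescence at 340/450 nm (ex/em) was read after 15 min at room temperature in pH 8.0, 100 mM Tris. Each compound concentration expressed as 4-MU-equivalent concentration from a six-point 4-MU standard series on each plate.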
A350 fluor = qHTS Assay for Spectroscopic Profiling in A350 Spectral Region. AID 590, 2007. max dye-equivalent concentration, M. Compound autofluorescence, 340/450 nm, Alexa 350 dye-equivalents; active compounds read high. 11% of 59,000 active; in the data active = max dye-equivalent concentration above about 10 nM; inconclusive = mostly about 1.1 nM to 9.6 nM
Caspase-7 inhib = qHTS Assay for Allosteric/Competitive Inhibitors of Caspase-7; 0.02% of 75,000 active; recombinant caspase-7, Ac-DEVD-AFC fluorescence rate; Potency, µM (titrated, usually from 57.5 µM), without a hit: top-dose activity change, negative = inhibition, actives largely listed as inhibitors; P55210; active = well fitted inhibition curve with a large enough effect in the main read-out, with a control signal flat, not every such curve was filed as active; inconclusive = small, poorly fitted or top-dose-only effect, or a change in a side signal; also: potency is read from the fitted curve at half-maximal effect; % of control where 0% means no effect
BRCT PPI red = qHTS Assay for Inhibitors of BRCT-Phosphoprotein Interaction (Red Fluorophore); Breast cancer type 1 susceptibility protein (Homo sapiens), P38398; Potency, µM (top dose mostly 76.9 µM), for the others: at the highest dose activity change, negative = inhibition, most hits filed as inhibitors; BRCT-phosphopeptide binding, red fluorescence polarization; 0.03% of 75,000 active; also: % is scaled to controls: 0 for no effect and ±100 for the full control effect
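Fluorescence polarization: 100 nM His-tagged BRCA1 BRCT with 100 nM TAMRA-labelled phospho-BACH1 decapeptide, phosphate buffer pH 7.3 with 150 mM NaCl, DTT, 0.01% Tween 20; 12 min RT. Binding inhibition seen as FP decrease.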
UbGFP stabilizer = Ubiquitin-GFP Assay | Ubiquitin-GFP reporter cells, proteasome inhibition, GFP fluorescence; response scale: untreated = 0%, 10 µM MG-132 = 100% | Potency, µM (top dose mostly 45.9 µM), without a hit: top-dose activation (GFP accumulation), hits mostly activators | 67,000 tested, under 10 active | AID 526, 2006; active = well fitted activation curve with a large enough effect, not every such curve was filed as active; inconclusive = small, poorly fitted or top-dose-only effect, or another doubt; inactive = no such curve, though single readings can be large or run the other way; also: potency is read from the fitted curve at half-maximal effect
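U2OS cells stably expressing ubiquitin(G76V)-GFP, seeded overnight in 0.5% FBS medium, were exposed to compounds (qHTS, 46 uM to 2.9 nM) for 4 hr at 37 °C. GFP-positive cells were counted by laser cytometry (488 ex/515 em), normalized between basal and 10 uM MG-132.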
Caspase-1 inhib = qHTS Assay for Allosteric/Competitive Inhibitors of Caspase-1; Potency, µM (titrated, usually from 57.5 µM), for the others: at the highest dose activity change, negative = inhibition, actives largely listed as inhibitors; Caspase-1 enzyme, Ac-WEHD-AFC fluorogenic rate; AID 900, 2007; 0.03% of 75,000 active;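 also: potency is read from the fitted curve at half-maximal effect; plate controls were vehicle for no effect and no substrate for full effect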
BRCT inh green = qHTS Assay for Inhibitors of BRCT-Phosphoprotein Interaction (Green Fluorophore). BRCA1 BRCT-phosphopeptide binding, green fluorescence polarization. Potency, µM (series often up to 76.9 µM), for the others: top-dose activity change, negative = inhibition, most hits filed as inhibitors. 0.05% of 75,000 active. AID 875, 2007;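 also: potency is read from the fitted curve at half-maximal effect; plate controls were peptide without protein for full effect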
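Compounds were incubated for 12 min at room temperature with a complex of 100 nM fluorescein-tagged pBACH1 decapeptide and 250 nM His-tagged BRCT protein. Buffer was phosphate pH 7.3 with EDTA, DTT and Tween 20. Disruption of binding lowers the polarization signal.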
* hit, by the source's call; i = inactive; ? = inconclusive; nt = not tested or not shown; & = joins results of further samples; [ ] = another dose, or the depositor's remark. Unless noted, calls follow the shape of the dose curve; as a rule, active = well fitted curve in the direction sought with a large enough effect; inconclusive = small, poorly fitted or top-dose-only effect, or another doubt; inactive = no such curve, though single readings can be large; an effect the other way counts as inactive or inconclusive. A portion of the library; count on the stated rates, not on these rows.

SMILES	HEK293 cAMP ctrl	GFP derepression	Fluorescein autfl	USP2a inhib	4MU fluor	A350 fluor	Caspase-7 inhib	BRCT PPI red	UbGFP stabilizer	Caspase-1 inhib	BRCT inh green
O=C(Nc1ccc2c(c1)OCCO2)C1CCCN(S(=O)(=O)c2cnc[nH]2)C1 (stereo not drawn)	-3%	0%	nt	nt	nt	nt	-1%	0.0%	-1%	0%	-1.2%
Cc1c(C)c2c(c(C)c1O)CC[C@@](C)(C(=O)O)O2	?	2%[20.6 µM]	?	-10%[17.1 µM]	i	i	1%[25.7 µM]	-1.5%[34.4 µM]	13%[20.5 µM]	1%[25.7 µM]	-1.2%[34.4 µM]
COc1cccc(-c2nccc(-n3ccnc3)n2)c1	-9%	-3%[9.22 µM]	i	-2%	i	i	-1%	-0.3%	4%	2%	0.4%
O[C@@H](COc1ccc(Cl)cc1Cl)CN1CCCC1	5%[11.4 µM]	-1%[9.22 µM]	?	nt	i	i	1%[11.5 µM]	-4.5%[15.4 µM]	-7%[9.17 µM]	-9%[11.5 µM]	-1.3%[15.4 µM]
Fc1ccc(-c2nnn(Cc3nc4ccccc4s3)n2)cc1	?	-1%	i	nt	i	i	-2%	-1.5%	0%	-6%	-1.2%
COC(=O)c1ccc(CNC(=O)CNc2cc(C(F)(F)F)ccc2N2CCOCC2)cc1	-4%	-3%	i	3%	i	i	0%	0.6%	2%	0%	-0.7%
O=C(Nc1ccc(O)cc1)C1CC=CCC1 (stereo not drawn)	7%	0%	nt	14%	nt	nt	-17%	-6.7%	12%	-2%	1.3%
Cc1csc(NC(=O)C2CCN(C(=O)CSc3nnc(C)n3Cc3ccccc3)CC2)n1	3%	4%	i	16%	i	i	-1%	-3.5%	-14%	0%	-2.7%
CC(NS(C)(=O)=O)C(c1cccs1)N1CCN(Cc2ccccc2)CC1 (stereo not drawn)	0%	nt	nt	nt	nt	nt	1%	-0.3%	3%	-4%	-1.4%
COc1ccc(-c2nn(C)c(=O)c3ccccc23)cc1CNS(C)(=O)=O	2%	-3%	i	11%	i	i	-1%	-0.8%	-11%	0%	-1.2%
CN1C(=O)Cc2cc(S(=O)(=O)N3CCOCC3)ccc21	1%	0%	i	-11%	i	i	1%	-0.3%	-7%	3%	-0.9%
CC1(C)O[C@H]2[C@@H](c3[nH]nc4c(=O)[nH]c(=O)[nH]c34)OC[C@H]2O1	-1%[11.4 µM]	-2%[9.22 µM]	i	nt	i	i	2%[11.5 µM]	-1.0%[15.4 µM]	-5%[9.17 µM]	0%[11.5 µM]	-1.8%[15.4 µM]
CC(=O)/C(=C\c1ccccc1)CC(=O)O	nt	nt	nt	-2%	nt	nt	2%	1.1%	nt	-3%	-2.7%
COc1ccc(-c2cc(=O)oc3c(C)c(OCc4nn[nH]n4)ccc23)cc1	4%	-2%	i	6%	?	?	-1%	-0.8%	-4%	1%	4.7%
COc1ccc(C2C3=C(CC(C)(C)CC3=O)Oc3ncn4nc(-c5cccnc5)nc4c32)cc1 (stereo not drawn)	2%	4%	i	4%	i	i	-1%	-0.3%	-3%	2%	-0.6%
Cc1ccccc1OCCN1C(=O)NC2(CCc3ccccc32)C1=O (stereo not drawn)	3%	0%	i	12%	6.5e-08M*	6.7e-08M*	-1%	1.3%	-4%	2%	0.1%
CC(CCc1ccccc1)NC(=O)C1CCCN(C(=O)c2cc3sccc3n2C)C1 (stereo not drawn)	?	2%	i	27%	i	i	-2%	0.1%	8%	-1%	0.7%
CC(=O)NCCNc1ncncc1-c1ccc(N(C)C)cc1	-4%	-1%[9.22 µM]	?	-16%	i	i	-3%	1.1%	-3%	-1%	-0.4%
C[C@@H](C(=O)Nc1ccc2ccccc2c1)[C@H]1C[C@]1(C)[C@H](NC(=O)c1cnccn1)c1ccccc1	16µM*	nt	nt	nt	nt	nt	-4%	-0.3%	nt	-4%	-0.6%
O=C(NCc1ccco1)C1CC(=O)N(c2ccc(F)cc2)C1 (stereo not drawn)	-1%	0%	i	1%	3.4e-08M*	3e-08M*	0%	-0.7%	-6%	2%	-0.7%
Cc1ccc(-c2nn3c(C)nnc3s2)cc1NC(=O)c1ccc(-c2cccc(Cl)c2)o1	?	0%	?	-11%	1.4e-08M*	1.7e-08M*	-20%	3.7%	-1%	-9%	21%
CCCNS(=O)(=O)c1ccc(OCC(=O)NCc2ccco2)cc1	3%	-1%	i	12%	i	i	0%	-0.6%	7%	-1%	-1.0%
CCc1oc(C(=O)O)cc1CN(CC)CC	2%	0%	?	0%	i	i	0%	0.3%	3%	2%	-1.3%
CC1CCCC(N2C(=O)NC(NC(=O)c3ccco3)(C(F)(F)F)C2=O)C1C (stereo not drawn)	-17%	5%	?	11%	i	i	0%	0.4%	nt	0%	-2.8%
O=C(c1ccco1)N1CCN(C2=NS(=O)(=O)c3ccccc32)CC1	1%	2%	nt	-7%	nt	nt	0%	-0.4%	15%	1%	1.1%
O=C(CC1SC(=NC2CCCCC2)NC1=O)Nc1ccccc1 (stereo not drawn)	-4%	5%	i	9%	i	i	0%	-0.2%	1%	3%	0.6%
c1ccc(CNc2ncnc3ccc(-c4ccoc4)cc23)cc1	10%	12%[9.22 µM]	?	120%[activator]	5.2e-08M*	5.6e-08M*	-11%	-1.7%	-2%	-3%	0.8%
COCCNC(=O)C(c1ccccc1C)N(CCOC)C(=O)Cn1nnc2ccccc21 (stereo not drawn)	11%	2%	i	7%	i	i	0%	-2.1%	-5%	0%	0.5%
CCC(Oc1ccccc1)C(=O)Nc1nc2ccccc2[nH]1 (stereo not drawn)	24%	0%	i	12%	i	i	1%	-0.7%	-1%	2%	0.1%
CC(Sc1nncn1C)C(=O)Nc1ccccc1-c1ccccc1 (stereo not drawn)	11%	1%	?	2%	i	i	1%	-3.3%	0%	0%	-1.4%
CCOCCCNc1nc2c([nH]1)c(=O)n(C)c(=O)n2C	15%	3%	?	-3%	i	i	-2%	-2.5%	-8%	1%	-3.0%
CSc1nc(N)c(C#N)c(-c2ccc(Cl)cc2)c1C#N	-3%	?	?	-1%	1.3e-07M*	4.2e-08M*	-3%	1.5%	13%	-5%	2.4%
O=C(Oc1ccc2c(c1)OCO2)c1ccc(F)cc1Cl	13%	2%	i	-12%	i	i	nt	0.2%	-2%	-2%	1.9%
CCOCCCNC(=O)CCS(=O)(=O)Cc1ccc(C)cc1	27%	-4%	i	17%	i	i	0%	1.3%	-6%	1%	-0.3%
C/C=C/Cn1c(Br)nc2c1c(=O)n(C)c(=O)n2C	6%	0%	i	5%	i	i	1%	-2.6%	6%	-1%	0.7%
CC(=O)OCC(=O)[C@@]1(O)CCC2C3CC[C@H]4CC(O)CC[C@@]4(C)C3C(=O)C[C@]21C (stereo partly drawn)	nt	nt	nt	11%	nt	nt	2%	0.6%	nt	0%	-3.0%
CC1Cn2c(nnc2-c2cccc(Cl)c2)S1 (stereo not drawn)	8%	nt	nt	nt	nt	nt	2%	-1.2%	1%	-3%	-0.4%
O=[N+]([O-])c1ccccc1Nc1ccccc1	-24%	nt	nt	nt	nt	nt	?	-0.8%	nt	0%	-1.0%
C=CCC1(O)C(=O)Nc2ccccc21 (stereo not drawn)	-1%	5%	i	0%	i	i	0%	0.4%	-2%	3%	-2.1%
CCN(CC(=O)NC1CCCCCC1)S(=O)(=O)c1ccccc1	5%	0%	i	5%	i	i	0%	-0.3%	0%	1%	-1.8%
CCOC(=O)N1CCC(N2Cc3cccc(C(=O)N4CC(C)CC(C)C4)c3C2=O)CC1 (stereo not drawn)	14%	-1%	?	-6%	i	i	0%	0.2%	-4%	1%	-2.9%
COc1ccc(OC2C(O)COC2/C=C/c2ccccc2)cc1 (stereo not drawn)	-4%&-1%[11.4 µM]	nt	nt	nt	nt	nt	1%&-2%[11.5 µM]	0.9%&-1.7%[15.4 µM]	nt	-1%&1%[11.5 µM]	-0.2%&2.0%[15.4 µM]
CCCN(CCC)C(=O)SCC	?	nt	nt	nt	nt	nt	0%	-0.6%	nt	-2%	-4.9%
CCOC(=O)c1sc(/N=C/N(C)C)c(C(=O)OCC)c1C	27%	0%	nt	8%	nt	nt	1%	-1.2%	-6%	-3%	-0.8%
COC(=O)c1ccc(C(NC(=O)OCc2ccccc2)/C(=C/[C@@H](C)C(=O)NCc2ccc(OC)c(O)c2)c2cccnc2)cc1 (stereo partly drawn)	25%	nt	nt	nt	nt	nt	-2%	-0.1%	nt	1%	-0.5%
